PfHsp40 rescue – restores yeast growth despite PfHsp40 toxicity; growth rescue, % at 12.5 µM; S. cerevisiae expressing PfHsp40, growth rescue, ATP luminescence; AID 504582; 340,000 compounds, 0.68% hits; in the data active = growth rescue above about 28%, passing the limit was not always enough; inconclusive = no clear call, values can overlap the other calls;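 note: yeast W303a lacking pdr1 and pdr3 grown in galactose medium; growth measured after three days at 30 °C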
BoNT A protease – inhibitors of Botulinum neurotoxin A light chain protease | AID 588499 | inhibition, % at 10 µM | multiplex microsphere protease substrate cleavage, flow cytometry | 360,000 compounds, 0.17% hits; note: plate controls were buffer without enzyme for full effect and enzyme alone for no effect
FadD28 binding – M. tuberculosis FadD28 bisubstrate binding inhibition | 360,000 compounds, 0.22% hits | FadD28 bisubstrate probe binding, fluorescence polarization | inhibition, % at 12.5 µM; in the data active = inhibition above about 8.5%, passing the limit was not always enough; inconclusive = no clear call, values can overlap the other calls
BioA inh – inhibitors of Mycobacterium tuberculosis BioA enzyme. 360,000 compounds, 0.096% hits. inhibition, % at 9.99 µM. AID 602481. purified M. tuberculosis BioA enzyme, plate reader; in the data active = inhibition above about 40%; inconclusive = no clear call, values can overlap the other calls
UGM FP inh – Mtb UDP-galactopyranose mutase inhibition; inhibition, % at 10 µM; purified UGM, fluorescence polarization probe displacement; AID 504406; 320,000 compounds, 0.06% hits; P9WIQ1; in the data active = inhibition above about 10%, passing the limit was not always enough; inconclusive = no clear call, values can overlap the other calls
Target sequence (P9WIQ1 whole entry, looked up): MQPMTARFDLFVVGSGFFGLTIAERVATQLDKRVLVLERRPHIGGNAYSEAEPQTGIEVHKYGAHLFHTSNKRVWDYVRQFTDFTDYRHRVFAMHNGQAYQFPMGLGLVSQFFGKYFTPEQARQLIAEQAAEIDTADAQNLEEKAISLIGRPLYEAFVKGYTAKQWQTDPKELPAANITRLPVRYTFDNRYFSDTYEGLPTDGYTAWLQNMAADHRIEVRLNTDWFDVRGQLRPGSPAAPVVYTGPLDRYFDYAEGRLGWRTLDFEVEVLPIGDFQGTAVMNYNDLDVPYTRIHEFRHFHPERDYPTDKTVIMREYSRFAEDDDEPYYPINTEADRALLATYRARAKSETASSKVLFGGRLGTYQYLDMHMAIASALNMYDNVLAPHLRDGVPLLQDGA
BoNT F protease – BoNT F light chain protease inhibition. Multiplex microsphere protease cleavage assay, flow cytometry. inhibition, % at 10 µM. 360,000 compounds, 0.22% hits; in the data active = inhibition above about 35%, passing the limit was not always enough; inconclusive = no clear call, values can overlap the other calls; note: plate controls were buffer without enzyme for full effect and enzyme alone for no effect
Anthrax LF prot – blocks Bacillus anthracis lethal factor protease; P15917; multiplex microsphere protease cleavage assay, LF; inhibition, % at 10 µM; 360,000 compounds, 0.12% hits; note: plate controls were buffer without enzyme for full effect and enzyme alone for no effect
GDH-TPI counter – inhibits GDH-TPI coupling enzymes, artifact for Mtb FBA screen; GDH-TPI coupled enzyme counterscreen, NADH absorbance; 360,000 compounds, 1.2% hits; inhibition, % at 4.8 µM; AID 588335; in the data active = inhibition above about 30%;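 note: 0% = DMSO wells and 100% = wells lacking the enzyme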
FBA Mtb inh – inhibitors of M. tuberculosis fructose-bisphosphate aldolase | purified M. tuberculosis FBA, fluorescence read-out | inhibition, % at 1 µM | 360,000 compounds, 2.3% hits; in the data active = inhibition above about 27%;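 note: 0% = vehicle and 100% = reference inhibitor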
Target sequence (P9WQA3 whole entry, looked up): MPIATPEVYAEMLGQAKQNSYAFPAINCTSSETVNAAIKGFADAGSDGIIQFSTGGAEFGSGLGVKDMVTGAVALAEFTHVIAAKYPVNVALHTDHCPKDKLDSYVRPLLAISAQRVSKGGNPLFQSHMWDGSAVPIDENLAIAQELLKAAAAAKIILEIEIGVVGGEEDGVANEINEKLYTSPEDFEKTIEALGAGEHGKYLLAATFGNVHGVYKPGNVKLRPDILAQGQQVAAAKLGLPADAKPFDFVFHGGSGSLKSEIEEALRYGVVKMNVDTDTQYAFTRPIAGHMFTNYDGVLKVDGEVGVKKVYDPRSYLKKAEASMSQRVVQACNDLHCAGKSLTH
* hit, by the source's call; u = inconclusive; x = no result given. Cut-off read from the data, not from the text of the source, unless noted: active = inhibition above about 30%; inconclusive = no clear call, values can overlap the other calls; inactive = below that.

SMILES	PfHsp40 rescue	BoNT A protease	FadD28 binding	BioA inh	UGM FP inh	BoNT F protease	Anthrax LF prot	GDH-TPI counter	FBA Mtb inh
NC(=O)c1oc2ccccc2c1NC(=O)CCc1ccccc1	1.7	-0.8	3.2	0.2	0.2	-5	-1	-10	0
CCOc1ccc(S(=O)(=O)Nc2ccc3c(c2)OCO3)cc1	-0.8	-4.5	x	x	4.0	-32	-3	-2	-3
CC(=O)Nc1c(C)ccc(CNC(=O)COc2cc(C)ccc2C)c1C	0.1	0.7	-1.8	x	1.0	-4	-4	-7	2
COCCNC(=O)CCCn1c(=O)c2ccccc2n(Cc2cccc([N+](=O)[O-])c2)c1=O	-0.2	-0.2	-2.0	x	2.6	-7	-8	1	-1
O=C(C1CCN(S(=O)(=O)c2cccs2)CC1)N1CCc2ccccc2C1	2.3	0.6	-2.4	11	-0.5	6	-2	-2	0
CCOC(=O)C1CCN(C(=O)c2cc(OCC)c(OCC)c(OCC)c2)CC1	0.4	-0.4	-2.7	0.9	0.9	-9	-6	-6	1
Cc1cc(C)n(-c2nnc3n2N=C(c2c[nH]c4ccccc24)CS3)n1	-0.4	0.1	-6.0	-1.1	0.1	-3	-10	30	-2
CC(C)NC(=S)NNc1ncnc2sc3c(c12)CC(C)(C)OC3	x	x	-0.6	-0.3	0.7	x	x	14	0

Record cards (already shown).
Results for `CCOc1ccc(S(=O)(=O)Nc2ccc3c(c2)OCO3)cc1` : PfHsp40 rescue: -0.8; BoNT A protease: -4.5; FadD28 binding: x; BioA inh: x; UGM FP inh: 4.0; BoNT F protease: -32; Anthrax LF prot: -3; GDH-TPI counter: -2; FBA Mtb inh: -3
Results for `CC(=O)Nc1c(C)ccc(CNC(=O)COc2cc(C)ccc2C)c1C` : PfHsp40 rescue: 0.1; BoNT A protease: 0.7; FadD28 binding: -1.8; BioA inh: x; UGM FP inh: 1.0; BoNT F protease: -4; Anthrax LF prot: -4; GDH-TPI counter: -7; FBA Mtb inh: 2

Returning to the listing, starting 4 compounds before the break.
SMILES	PfHsp40 rescue	BoNT A protease	FadD28 binding	BioA inh	UGM FP inh	BoNT F protease	Anthrax LF prot	GDH-TPI counter	FBA Mtb inh
O=C(C1CCN(S(=O)(=O)c2cccs2)CC1)N1CCc2ccccc2C1	2.3	0.6	-2.4	11	-0.5	6	-2	-2	0
CCOC(=O)C1CCN(C(=O)c2cc(OCC)c(OCC)c(OCC)c2)CC1	0.4	-0.4	-2.7	0.9	0.9	-9	-6	-6	1
Cc1cc(C)n(-c2nnc3n2N=C(c2c[nH]c4ccccc24)CS3)n1	-0.4	0.1	-6.0	-1.1	0.1	-3	-10	30	-2
CC(C)NC(=S)NNc1ncnc2sc3c(c12)CC(C)(C)OC3	x	x	-0.6	-0.3	0.7	x	x	14	0
COc1ccccc1CNC(=O)COC(=O)CNS(=O)(=O)c1ccc(C)cc1	0.4	1.1	-1.5	5.3	5.7	-10	-2	0	-3
Cc1ccc(-c2cc3nc(-c4ccccc4)cc(NCCCO)n3n2)cc1	x	0.1	-2.8	-2.2	x	0	-3	12	83*
O=C1C(=O)N(CNc2cccnc2)c2ccccc21	-1.6	0.8	-5.5	x	-0.3	-2	0	-1	1
COCCn1c(Cc2ccccc2)nnc1SCc1nc2ccccc2c(=O)[nH]1	-1.7	0.1	0.3	0.6	-2.8	-4	-2	2	3
COCCNC(=O)c1ccc(C)c(S(=O)(=O)Nc2ccc(C)cc2)c1	-1.2	-1.4	-1.3	0.6	-2.1	-8	-3	3	3
COc1cc(/C=C2/C(=N)N3OC(C)=CC3=NC2=O)ccc1OCCOc1ccc(C)cc1	0.3	1.6	1.1	1.3	1.1	2	-9	9	4
O=C(c1csc2ccccc12)n1cccn1	-0.5	-0.3	-2.4	-1.6	-2.5	0	0	-4	2
COc1cc(C2=NOC(C(=O)N3CCOCC3)C2)cc(OC)c1OC (configuration not stated)	-0.5	u	-1.5	0.8	-1.8	-6	-2	-1	-1
COc1ccc(OC)c(N2C(=O)CC(=O)NC2=O)c1	0.2	0.0	-1.4	-3.9	-2.1	-4	-2	4	0
CCCOP(=O)(OCCC)C1(Nc2ccc(C)cc2)CCCCC1	0.6	-0.1	-1.0	x	0.7	-1	-1	16	1
COC(=O)C(CCSC)NC(=O)CNS(=O)(=O)c1ccc(Br)cc1 (configuration not stated)	0.0	-0.3	0.7	x	-2.3	13	1	5	3
Fc1ccc(NC(=S)NCCc2ccccn2)cc1	-1.2	0.2	-1.2	x	-0.7	1	-1	-1	2
CCOc1ccc(NC(=O)CCNS(=O)(=O)c2cccs2)cc1	0.9	0.5	-0.4	0.1	1.5	-1	-1	-1	1
Cc1onc(-c2ccccc2Cl)c1C(=O)Nc1ccc(N2CCOCC2)cc1	0.5	-0.2	-2.7	0.8	0.4	-11	-2	-3	0
CCOc1ccc(OCc2cccc(C(=O)N3CCCC3)c2)cc1	-0.5	0.3	0.5	-3.1	0.9	6	4	9	0
COc1ccccc1-n1cc2c([N+](=O)[O-])cc([N+](=O)[O-])cc2n1	-0.3	12	-1.3	-3.3	-1.0	13	4	-3	0
Cc1cccnc1NC(=O)CN1C(=O)c2ccccc2S1(=O)=O	0.4	-0.4	-0.7	-0.4	0.6	-2	-3	-1	3
O=C(Nc1ccc(S(=O)(=O)Nc2nccc(C3Cc4ccccc4C(=O)O3)n2)cc1)c1ccccc1 (configuration not stated)	-0.1	0.9	-0.6	0.2	x	2	-2	3	2
CC(C)OC(=O)C1Cc2ccccc2CN1S(=O)(=O)c1cccs1 (configuration not stated)	0.1	-0.3	-2.7	2.3	0.0	-12	2	14	2
Cc1ccc(NC(=O)CN(C)C(=O)CSc2nnc(NC(C)C)s2)cc1	-1.3	2.8	-0.6	0.6	x	u	-2	10	4
Cc1ccc(S(=O)(=O)Oc2cc(N)c3c(n2)CCC3)cc1	-0.9	1.5	1.7	-4.0	-1.7	u	11	-1	4
CSc1nnc(C2CCCN(CC(=O)Nc3ccccc3N3CCOCC3)C2)n1C(C)C (configuration not stated)	0.3	0.4	-1.7	-0.1	-2.8	-4	6	-11	-1
O=C(Nc1ccc2ccccc2c1)c1cccc2ccccc12	0.6	-0.2	-3.7	0.2	x	0	0	19	1
CCN(c1ccccc1)S(=O)(=O)c1ccc(OC)c(NC(=O)Cc2ccc(F)cc2)c1	1.0	0.2	-1.2	-0.4	0.3	0	-4	7	-4
CC(=O)c1cccc(NC(=O)CN2C(=O)c3cccnc3Oc3ccc(Cl)cc32)c1	-0.8	1.1	-4.9	x	-1.2	-8	-3	8	3
Cc1ccc(N(Cc2ccccc2)C(=O)c2ccc(S(=O)(=O)N3CCOCC3)cc2)cc1	-1.5	-121	-5.4	x	-1.4	-177	-24	6	-2
CC(CCc1ccccc1)NC(=O)c1ccccc1 (configuration not stated)	-0.3	1.0	-1.6	-2.0	-0.4	18	3	-5	0
O=C(NCc1ccccn1)c1cc(-c2ccc(-c3ccccc3)cc2)nc2ccccc12	0.1	1.0	-4.4	x	0.3	-7	0	16	37*
CCc1nnc(NC(=O)CCNC(=O)c2ccccc2Cl)s1	0.2	-0.7	-1.0	0.2	0.4	-2	-2	-1	-3
COc1ccc(N(CC(=O)Nc2ccc3c(c2)OCCO3)S(C)(=O)=O)c(OC)c1	-1.9	-0.5	-0.7	4.6	1.9	-13	0	17	0
CCCCN(C(=O)c1cccc(S(=O)(=O)N2CCCCC2)c1)C1CCS(=O)(=O)C1 (configuration not stated)	-0.7	-1.8	-2.9	x	0.3	1	4	-11	-4
COc1cc(Cl)c(C)cc1N1C(=O)CN(Cc2ccccc2)C1=S	0.4	-3.1	-2.3	-0.5	0.8	-14	3	4	-2

Ordered by length of the SMILES (low to high): part of the list above
SMILES	PfHsp40 rescue	BoNT A protease	FadD28 binding	BioA inh	UGM FP inh	BoNT F protease	Anthrax LF prot	GDH-TPI counter	FBA Mtb inh
Fc1ccc(NC(=S)NCCc2ccccn2)cc1	-1.2	0.2	-1.2	x	-0.7	1	-1	-1	2
CC(C)NC(=S)NNc1ncnc2sc3c(c12)CC(C)(C)OC3	x	x	-0.6	-0.3	0.7	x	x	14	0
COC(=O)C(CCSC)NC(=O)CNS(=O)(=O)c1ccc(Br)cc1 (configuration not stated)	0.0	-0.3	0.7	x	-2.3	13	1	5	3
CCN(c1ccccc1)S(=O)(=O)c1ccc(OC)c(NC(=O)Cc2ccc(F)cc2)c1	1.0	0.2	-1.2	-0.4	0.3	0	-4	7	-4

Next part.
SMILES	PfHsp40 rescue	BoNT A protease	FadD28 binding	BioA inh	UGM FP inh	BoNT F protease	Anthrax LF prot	GDH-TPI counter	FBA Mtb inh
O=C(c1cccc(C(F)(F)F)c1)C1CCCN(Cc2cccn2-c2ncccn2)C1 (configuration not stated)	-0.3	-0.5	-3.0	x	1.3	1	0	2	0
CCCn1c(SCC(=O)c2c(C)[nH]c(C)c2C(=O)OCC)nc2ccccc21	-0.4	-0.5	-4.5	1.0	2.7	-1	-1	0	-3
CCCC(=O)N(Cc1cc(=O)[nH]c2ccccc12)c1ccc(OC)cc1	0.1	-1.0	-3.5	x	0.8	-9	-3	3	-3
Cc1ccc(S(=O)(=O)C2(C(=O)N3CCCCC3C)CC2)cc1 (configuration not stated)	-2.0	-0.3	-0.3	-2.0	1.0	-9	0	10	3
O/N=C/c1cn(-c2ccccc2)nc1-c1ccccc1	2.8	2.3	-0.8	0.1	0.2	14	-8	-12	3
CCC(NC(=S)NC1CCCCC1)c1ccccc1 (configuration not stated)	6.1	-2.1	-1.2	-0.5	1.7	2	3	1	0
O=C(CS(=O)(=O)c1ccccc1)Nc1ccc(S(=O)(=O)Nc2ncccn2)cc1	-1.3	-0.6	-1.9	x	0.4	-6	3	7	0
